Screens: PubChem, several laboratories
aSyn 5UTR inh = MLPCN primary screen, SNCA 5' untranslated region. alpha-synuclein 5'UTR reporter, inhibitor activity. inhibition, % (tested at 7.5 µM). 0.82% of 300,000 active. AID 1813, 2009; in the data active = inhibition above about 60%; inconclusive = no clear call, values can overlap the other calls;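 also: H4 neuroglioblastoma cells stably carrying SNCA 5'UTR luciferase fusion; 0% = DMSO wells and 100% = positive control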
PolyA inhibitor = polyadenylation inhibitors in yeast reporter cells, primary screen, luminescence, S. cerevisiae; S. cerevisiae SKY197-pL101 polyadenylation reporter, beta-gal luminescence; efflux-impaired pdr1/pdr3 knockout yeast; score 100 = 6 SD above DMSO; calls only at 12 µM; 0.02% of 300,000 active;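 active = lowest replicate activity score at least 50, where 100 means six control SD above control mean; inconclusive = lowest score under 50 but half or more replicates reach 50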;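 also: yeast exposed to compound for 9 h at 30 °C; higher score means more reporter readthrough which indicates perturbed polyadenylation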
AI-2 QS mod = Vibrio harveyi AI-2 quorum sensing modulators, primary screen, JMH597 strain, luminescence/OD600 ratio; Vibrio harveyi JMH597 AI-2 luminescence/OD600 ratio, 9 h; hits give low values; strain lacks LuxN and CqsS sensors; 0 = neutral-control median; activity change, % at 7.5 µM; 0.4% of 300,000 active; in the data active = activity change below about -75%, passing the limit was not always enough; inconclusive = no clear call, values can overlap the other calls;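 also: luminescence divided by OD600 gain over 9 h not by final OD600 alone; inactives centre near 13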
HSP90 inh = HSP90 inhibitors, primary screen, cell lysate, luminescence | Heat shock protein HSP 90 (rabbit reticulocyte lysate; luciferase refolding) | 0.91% of 290,000 active | inhibition, % at 5.6 µM | Rabbit reticulocyte lysate, luciferase refolding luminescence, 3 h | AID 1789, 2009;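 active = inhibition above the screen-wide mean plus 3 SD, computed separately per campaign, cut at about 16% in these data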;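 also: 0% = DMSO wells and 100% = 60 µM geldanamycin wells; inhibitors lower the luminescence because luciferase stays unfolded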
GSK3B inh = human GSK3beta kinase inhibitors, primary screen, biochemical, cell-free homogeneous, HTS; Glycogen synthase kinase-3 beta (Homo sapiens), P49841; GST-GSK3beta kinase, ADP-Glo luminescence, 60 min; hits give low values; activity score (negative = inhibition), % at 10 µM; 0.038% of 300,000 active; AID 2097, 2009;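 active = more than half of replicate wells score below -50%, meaning over 50% inhibition versus plate controls; inconclusive = some replicates but at most half score below -50%; inactive = no replicate scores below -50%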;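 also: 0% = median DMSO wells and -100% = median GW8510 positive control wells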
Target sequence (P49841 whole entry, looked up): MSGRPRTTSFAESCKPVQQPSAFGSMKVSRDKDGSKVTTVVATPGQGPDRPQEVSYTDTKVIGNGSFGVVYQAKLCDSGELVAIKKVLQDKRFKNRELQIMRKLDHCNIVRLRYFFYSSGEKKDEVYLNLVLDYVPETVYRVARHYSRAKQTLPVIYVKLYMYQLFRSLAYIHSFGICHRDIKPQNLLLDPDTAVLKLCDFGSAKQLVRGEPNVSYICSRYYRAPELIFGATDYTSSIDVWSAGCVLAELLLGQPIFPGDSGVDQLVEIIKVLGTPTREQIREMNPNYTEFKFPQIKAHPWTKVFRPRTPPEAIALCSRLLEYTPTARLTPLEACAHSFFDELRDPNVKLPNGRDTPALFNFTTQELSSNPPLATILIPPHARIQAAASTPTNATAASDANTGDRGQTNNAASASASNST
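Test system: GST-fused GSK3beta enzyme, cell-free | Quantity: 1.6 ng GST-GSK3beta enzyme per well | Reagent: 25 µM ATP with peptide substrate | Schedule: 60 min enzyme reaction, room temperature | Signal: Luminescent ADP-Glo measurement of ADP formed | Read-out basis: Score relative to plate controls | Control set: DMSO and 20 µM GW8510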
KLF5 inhibitor = KLF5 expression inhibitors, primary screen, DLD-1 cells, luminescence | 0.23% of 290,000 active | DLD-1 KLF5 promoter-luciferase reporter | inhibition, % at 5 µM | AID 1700, 2009;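 active = inhibition above a per-plate limit of that plate's mean compound inhibition plus 3 SD, cut at about 60% in these data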;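 also: 0% = DMSO wells and 100% = LY294002 at 200 µM; higher means less KLF5 promoter-driven luciferase light; inactives centre near -14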
HSF1 activator = HSF-1 activators, primary screen, NIH3T3-HGL cells, MG132 stress, luminescence, single point; 1.7% of 300,000 active; activation, % at 9 µM; NIH3T3-HGL HSF-1 luciferase reporter, 8 h; 100% = twice DMSO control signal;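 active = mean replicate activation of at least 50% with a set share of replicates each reaching 50%; inconclusive = only one of those two conditions met; inactive = mean below 50% and too few replicates reaching it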;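 also: 0% = median of the neutral control wells and 100% = twice that signal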
IEC-6 tox = cytotoxicity in IEC-6 intestinal epithelial cells, primary screen, cytotoxicity control for KLF5 inhibitor project, cell-based, luminescence; inhibition, % at 5 µM; 0.78% of 290,000 active; IEC-6 cytotoxicity, luminescence viability; in the data active = inhibition above about 22%;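 also: 0% = plate median of test compound wells and 100% = cytotoxic reference compound wells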
GSK3A inh = blockers of GSK3A enzyme activity – biochemical, luminescence, cell-free homogeneous, HTS, primary screen; GSK-3 alpha kinase, ADP-Glo luminescence, 60 min; inhibition, % at 10 µM; 0.1% of 320,000 active; AID 2650, 2010;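 in the data active = inhibition above about 50%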;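 also: GST-tagged GSK-3 alpha with peptide substrate and 25 µM ATP; 0% = DMSO neutral wells and 100% = GW8510 positive control wells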
Target sequence (P49840 whole entry, looked up): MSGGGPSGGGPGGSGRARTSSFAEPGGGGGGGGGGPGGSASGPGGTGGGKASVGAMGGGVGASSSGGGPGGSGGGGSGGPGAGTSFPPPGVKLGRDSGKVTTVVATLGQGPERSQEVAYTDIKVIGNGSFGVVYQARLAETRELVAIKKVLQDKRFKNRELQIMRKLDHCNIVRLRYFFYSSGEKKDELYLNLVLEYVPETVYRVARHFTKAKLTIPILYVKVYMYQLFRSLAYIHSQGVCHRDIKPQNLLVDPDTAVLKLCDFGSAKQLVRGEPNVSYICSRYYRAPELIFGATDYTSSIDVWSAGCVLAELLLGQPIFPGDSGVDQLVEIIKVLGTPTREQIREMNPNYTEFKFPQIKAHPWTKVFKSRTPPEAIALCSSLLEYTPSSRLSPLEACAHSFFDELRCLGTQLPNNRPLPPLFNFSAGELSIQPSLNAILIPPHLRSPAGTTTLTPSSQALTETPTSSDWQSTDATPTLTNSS
HSF1 inh = HSF1 inhibitors in luciferase reporter cells, primary screen, cell-based, NIH3T3, luminescence; NIH3T3-HGL HSE-luciferase, MG132-induced, luminescence 8 h; hits give low values; activity change, negative = inhibition, % at 7.5 µM (by protocol); 0.77% of 300,000 active; AID 2098, 2009;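 active = more than half of replicate wells show activity change below -50%, luminescence cut by over half; inconclusive = some wells, but at most half, below -50%; inactive = no replicate well below -50%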;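 also: luciferase reports HSF-1 transcriptional activity via heat shock element; 0% = median of DMSO wells and -100% = zero luminescence signal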
* marks the source's active call; other numbers are inactive results; i = inactive; ? = inconclusive; / = not tested or not shown. This is a subset; rates above refer to the full screens.

SMILES	aSyn 5UTR inh	PolyA inhibitor	AI-2 QS mod	HSP90 inh	GSK3B inh	KLF5 inhibitor	HSF1 activator	IEC-6 tox	GSK3A inh	HSF1 inh
O=C(Cc1ccc(Cl)cc1Cl)NCC1(N2CCOCC2)CCCCC1	8	i	-3	-3	1	3	7	-4	4	-1
O=C(CNC(=O)c1ccc(Oc2ccccc2)cc1)OCc1ccc(Br)cc1	-4	i	11	4	3	1	-12	-11	1	-6
COc1ccccc1NC(=O)c1ccc(Br)c(S(=O)(=O)N2CCCC2)c1	-19	i	17	4	-3	-2	-15	-6	1	8
Cc1cc2ncn(C(=O)c3ccc4c(c3)OCO4)c2cc1C	/	i	11	-1	-2	-43	/	4	10	/
CCC(C(=O)OCCN(CC)CC)c1ccccc1 (stereo unspecified)	0	i	17	2	0	-23	-2	0	-4	-14
O=C(COC(=O)c1ccc(Cl)nc1)NCCC1=CCCCC1	-17	i	18	-1	3	-6	-3	-8	-3	-6
COc1ccc(C2(CNC(=O)c3ccc(Br)o3)CCOCC2)cc1	4	i	15	2	2	-12	15	5	-2	1
CCCOP(=O)(c1ccc(N(C)C)cc1)C(Nc1ccccc1)c1ccc(N(C)C)cc1 (stereo unspecified)	1	i	38	-3	0	-14	20	1	2	17
O=C(c1cc(-c2ccc(Br)cc2)on1)N1CCc2ccccc2C1	-6	i	11	4	2	-9	20	-6	-2	-2
Cc1cccc(N2CCN(C(=O)NC3CCCCC3)CC2)c1C	-95	i	0	-3	2	-50	-15	8	-1	7
COc1ccc(NC(=O)c2ccc(-n3cnnn3)cc2)c([N+](=O)[O-])c1	8	/	17	-3	-1	-26	4	4	-1	-11
O=C(CN1C(=O)c2ccc([N+](=O)[O-])cc2C1=O)NCc1ccc(C(=O)O)cc1	8	i	13	-2	0	-67	-4	-3	5	-11
COCc1cc(C)nc2sc(C(=O)OC)c(N)c12	-12	i	15	1	2	-11	-3	4	-2	-5
COC(=O)c1ccc(-c2nc(-c3cccs3)no2)cc1	/	/	/	5	/	-181	/	-1	0	/
O=C1NC(C(F)(F)F)(C(F)(F)F)N=C2SC=CN12	-14	i	9	4	5	15	0	1	-8	-6
O=C(Nc1cc(C(F)(F)F)ccc1N1CCCC1)C1=COCCO1	2	i	3	/	0	/	11	/	1	-6
COc1ccc(CCNC(=O)COC(=O)c2cc(OC)c(OC)cc2OC)cc1	15	i	16	5	1	4	-5	-1	-1	1
CCn1c(SCC(=O)N2CCN(c3ccccc3)CC2)nc2c([nH]c3ccccc32)c1=O	14	i	16	6	-1	-14	20	5	2	13
COc1cccc(CN2CCC(n3nccc3NC(=O)CCOc3ccccc3)CC2)c1O	1	i	28	-2	0	-38	4	-6	0	-2
O=C(CSc1nnc(CCCN2C(=O)c3cccc4cccc(c34)C2=O)n1-c1ccccc1)N1CCN(CCO)CC1	12	i	-2	3	-2	-20	-7	0	0	-10
CC(=O)Nc1ccc(C(=O)OCC(=O)NCc2ccc(Cl)cc2)cc1	12	i	14	-1	0	-15	0	7	0	1
COc1ccc(CNC(=O)C2CCCN(c3nccc(C)n3)C2)cc1 (stereo unspecified)	2	i	6	2	1	-14	-14	-3	-1	5
CC(=O)/C(N=Nc1cc(C)ccc1O)=C(\C)O	-32	i	13	-1	2	-16	12	4	1	5
CCn1c(C(C)NC(=O)c2ccc(Cl)cc2)n[nH]c1=S (stereo unspecified)	6	i	1	0	-1	23	-3	8	0	-5
CCCNC(=S)N1CCC(NC(=O)C23CC4CC(CC(C4)C2)C3)CC1	19	i	29	-3	-1	-7	0	-7	-1	-1

(further entries)
SMILES	aSyn 5UTR inh	PolyA inhibitor	AI-2 QS mod	HSP90 inh	GSK3B inh	KLF5 inhibitor	HSF1 activator	IEC-6 tox	GSK3A inh	HSF1 inh
Cn1cc(C(=O)c2ccc(Cl)cc2Cl)cc1C(=O)N/N=C(\N)COc1ccccc1	11	i	-60	5	0	-6	3	7	-2	-9
CCOc1ccc(N2CC(C(=O)NC3CCCC3)CC2=O)cc1 (stereo unspecified)	3	i	13	-2	1	-11	-11	-11	0	-2
Cc1c(NC(=O)c2coc(=O)c(Br)c2)c(=O)n(-c2ccccc2)n1C	-76	i	20	4	2	-10	-1	-6	8	3
COCCn1c(SCC(=O)Nc2ccc3c(c2)CCC3)nc2ccccc2c1=O	10	i	13	1	2	-23	9	-9	0	7
CC(C)(C)NC(=O)C(c1ccc(OCC(N)=O)cc1)N(C(=O)c1cccnc1)C1CC1 (stereo unspecified)	-6	i	10	2	3	-5	0	1	-4	-3
COc1ccc(Cn2nnnc2CN2CCC(c3nc4ccccc4s3)CC2)cc1	5	i	12	1	-2	7	-10	3	1	4
COc1ccc(OCCSc2nnc(CCNC(=O)c3ccc(OC)cc3)n2C)cc1	-9	i	9	3	4	23	5	1	1	1
CCn1c(CSCc2ccc(C)cc2)nnc1SCC(=O)N1CCN(c2ccccc2)CC1	-5	i	-12	-8	0	-19	-2	-4	2	11
CCN(CC)CCNc1ccnc2cc(Cl)ccc12	-62	i	21	3	2	-21	7	7	1	3
O=C(O)CCC(=O)Nc1cc(C(F)(F)F)cc(C(F)(F)F)c1	-13	i	0	1	-22	-56	22	2	-1	-3
Cc1ccc(-n2[nH]c(C)c(/C=N/N3C(=O)c4cccc5cccc(c45)C3=O)c2=O)cc1	-33	i	64	-2	1	4	23	12	8	12
CCN(CC)CCCNC(=O)c1ccc(C)c(NC(=O)C2=C(C)OCCS2)c1	-10	i	20	-1	0	12	-8	-10	-1	-9
NC(=O)C1(c2ccccc2)CCC(=O)N1c1ccccc1 (stereo unspecified)	2	i	14	3	0	12	15	0	-2	1
COc1ccc(CCNC(=O)Cn2cccc2C(=O)c2ccccc2)c(OC)c1	-9	i	8	-2	-2	-9	-6	1	-1	3
Cc1ccc(S(=O)(=O)NCC(=O)NCc2ccncc2)cc1	17	i	28	-3	0	-3	-13	-6	-3	-3
CCc1cccc(C)c1NC(=O)CSc1nc(-c2ccccc2F)nc2nc[nH]c12	37	i	20	0	-1	-1	-1	1	-4	-12
Cc1c(C)n(CCCN(C)C)c2ncnc(Nc3ccccc3)c12	-9	i	15	-2	-4	-3	11	3	4	4
COc1c(Cl)cccc1-c1cn2ccccc2n1	-57	i	17	15	-3	-105	-39	9	-4	?
O=C(CCCn1c(=O)[nH]c2ccsc2c1=O)N1CCCCC1	0	i	16	-1	3	-11	48	3	-3	5
COc1ccc(/C=N/NC(=O)C2C(C=C(Cl)Cl)C2(C)C)c(OC)c1 (stereo unspecified)	9	i	30	5	2	6	-3	9	6	-9
CC1CCN(S(=O)(=O)c2ccc(NC(=O)N3c4ccccc4Sc4ccccc43)cc2)CC1	46	i	9	0	0	-14	-2	-1	1	2
CC(NC(=O)C1CCC(C(C)(C)C)CC1)C(c1ccccc1)N1CCOCC1 (stereo unspecified)	0	i	17	0	-3	-22	1	2	4	-6
CCOc1ccc(C(=O)Cc2ccc3oc(C(=O)O)cc3c2)c(O)c1	9	i	16	-1	1	-11	1	2	0	1
CNC(=O)c1sc(-c2ccccc2)nc1C	-78	i	-1	1	3	-28	4	0	-3	-2
Cc1cccc[n+]1CC(=O)N1c2ccccc2Sc2ccccc21	-5	i	7	0	-4	-33	12	-2	-3	7

Remaining list, next part:
SMILES	aSyn 5UTR inh	PolyA inhibitor	AI-2 QS mod	HSP90 inh	GSK3B inh	KLF5 inhibitor	HSF1 activator	IEC-6 tox	GSK3A inh	HSF1 inh
C=CCc1cccc2cc(C(=O)N(CC)CC)c(=O)oc12	26	i	8	4	3	14	-3	8	-3	-3
CCSc1nnc(NC(=O)C(Cc2ccccc2)n2cccc2)s1 (stereo unspecified)	-2	i	30	-2	0	-15	-79	2	0	-75*
Cc1cc(=O)oc2cc(OCC3CC(c4ccccc4Cl)=NO3)ccc12 (stereo unspecified)	-132	i	19	-2	-1	-24	-35	0	-4	-26
CCNC(=S)NNC(=O)CCn1cc(C)cn1	25	i	22	2	0	20	32	1	0	0
CC(SCc1ccccc1)C(=O)Nc1ccccc1-c1ccccc1 (stereo unspecified)	9	i	8	4	-2	-1	0	1	0	-2
COc1ccc(-c2nc(N)ncc2-c2ccccc2)c(O)c1	34	i	18	-3	4	-18	-8	-4	3	-5
O=C(NC1CCCCC1)N(C1=NCCCCC1)c1ccc(Br)cc1	-39	i	13	1	2	-32	1	-1	-2	11
Cc1nc2cc(-c3ccccc3)nn2c(C)c1CCC(=O)NC(C)c1ccc2c(c1)OCCO2 (stereo unspecified)	52	i	24	5	2	-1	-57	-1	-3	-47
COc1ccc(CCN(Cc2cccs2)S(=O)(=O)c2ccc(C(=O)O)cc2)cc1OC	5	i	20	0	4	-8	2	0	-3	-1
CC1(C)SC[C@H](C(=O)Nc2cccc(Cl)c2)N1C=O	-9	i	-93*	1	0	-7	16	2	0	4
COc1ccc(CNC(=O)c2c(C)cc(=O)oc2C)cc1OC	15	i	5	-2	3	-19	7	-5	-2	2
COc1ccc(OCC(O)Cn2c(=N)n(CCN3CCOCC3)c3ccccc32)cc1 (stereo unspecified)	-6	i	-10	1	-5	-23	-5	-6	-7	-6
O=C1C2C(c3ccccc3)C=CC(c3ccccc3)C2C(=O)N1c1ccccn1 (stereo unspecified)	8	i	20	-2	-1	-12	13	2	-1	-6
CC(=O)c1ccc(OC(C)c2nc3ccccc3s2)cc1 (stereo unspecified)	-89	i	2	-2	4	-61	24	1	-1	22
O=C(Nc1ccc([N+](=O)[O-])cc1)c1ccccc1	-122	i	/	0	/	-84	6	12	-3	11
CC(C)CN1CCC(=O)N([C@H](CSc2ccc(Br)cc2)Cc2ccccc2)CC1	-2	i	3	/	2	/	-1	/	-2	7
O=C(O)c1cccc(NC(=S)NC(=O)C(c2ccccc2)c2ccccc2)c1	5	i	33	-1	0	-10	0	-12	-1	5
CCOc1ccc(N2CC(C(=O)OC)CC2=O)cc1 (stereo unspecified)	-15	i	4	-1	-1	-21	-27	0	-2	-10
CN(C)c1cccc(N=C2C=C(N3CCOCC3)CC(C)(C)C2)c1	-21	i	1	-3	-2	-6	2	-5	2	2
